Assay outcomes as filed in PubChem BioAssay.
EPAC2 ag – agonists of human EPAC2 (RAPGEF4); Q8WZA2; EPAC2 activation, biochemical qHTS; response scale: 100% = 6.5 mM cAMP response; Potency, µM (series often up to 154 µM), without a hit: at the highest dose activation, most hits filed as activators; hit rate 0.079% among 360,000; AID 720711; note: potency is the fitted concentration of half-maximal effect; nearly all actives have a fitted effect of over 50% in size
Target sequence (Q8WZA2 whole entry, looked up): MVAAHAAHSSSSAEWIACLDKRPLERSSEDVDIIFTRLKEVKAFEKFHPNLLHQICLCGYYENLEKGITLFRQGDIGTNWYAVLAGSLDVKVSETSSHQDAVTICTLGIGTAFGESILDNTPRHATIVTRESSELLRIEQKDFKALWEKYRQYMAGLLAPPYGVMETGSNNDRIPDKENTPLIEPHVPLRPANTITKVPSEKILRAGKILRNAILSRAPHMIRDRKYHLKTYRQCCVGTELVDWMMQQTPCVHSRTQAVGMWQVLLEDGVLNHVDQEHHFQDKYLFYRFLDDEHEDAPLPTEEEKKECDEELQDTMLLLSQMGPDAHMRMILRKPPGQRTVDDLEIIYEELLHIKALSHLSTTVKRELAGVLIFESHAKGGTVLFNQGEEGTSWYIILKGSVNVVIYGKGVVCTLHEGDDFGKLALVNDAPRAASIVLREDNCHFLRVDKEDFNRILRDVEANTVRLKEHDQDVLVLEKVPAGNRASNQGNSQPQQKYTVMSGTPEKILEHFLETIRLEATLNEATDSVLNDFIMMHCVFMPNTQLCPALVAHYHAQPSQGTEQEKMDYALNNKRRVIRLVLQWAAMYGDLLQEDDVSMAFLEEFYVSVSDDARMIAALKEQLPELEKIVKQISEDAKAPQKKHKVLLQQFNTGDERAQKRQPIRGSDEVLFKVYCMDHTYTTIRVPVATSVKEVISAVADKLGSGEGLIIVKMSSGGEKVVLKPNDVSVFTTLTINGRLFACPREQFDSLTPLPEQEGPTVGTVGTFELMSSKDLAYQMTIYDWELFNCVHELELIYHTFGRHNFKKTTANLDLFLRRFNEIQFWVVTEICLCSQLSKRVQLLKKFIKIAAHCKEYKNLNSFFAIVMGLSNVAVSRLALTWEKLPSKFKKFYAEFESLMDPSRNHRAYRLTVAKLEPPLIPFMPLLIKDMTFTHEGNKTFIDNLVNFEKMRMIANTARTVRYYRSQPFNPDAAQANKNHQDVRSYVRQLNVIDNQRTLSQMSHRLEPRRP
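Guanine nucleotide exchange by EPAC2 is measured as reduced fluorescence of BODIPY-GDP once it is released from 250 nM Rap1B. Plates are read kinetically for 30 min at room temperature; results are scaled to 6.5 mM cAMP.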
PLK1 PBD block – blocks phosphopeptide binding to human PLK1 polo-box domain | P53350 | Plk1 PBD binding of FITC phosphopeptide, fluorescence polarization | Potency, µM, without a hit: max response, negative = inhibition, usual class: inhibitors | hit rate 2.8% among 360,000; note: potency is the fitted concentration of half-maximal effect; series mostly up to about 57 µM; % is set by controls: 0 for no effect and ±100 for the full control effect; nearly all actives have a fitted effect of over 65% in size
EPAC1 ag – EPAC1 (human) agonism | hit rate 0.073% among 360,000 | O95398 | EPAC1 agonist qHTS, biochemical assay; response scale: 100% = response to 6.5 mM cAMP | Potency, µM (top dose mostly 154 µM), without a hit: at the highest dose activation, usual class: activators | AID 720707; note: potency is the fitted concentration of half-maximal effect; nearly all actives have a fitted effect of over 60% in size
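Nucleotide exchange by EPAC1 (100 nM) on Rap1B–BODIPY-GDP (250 nM) in the presence of 50 uM GDP is tracked fluorescently at 480/540 nm over 30 min. Signals are normalized to a 6.5 mM cAMP control.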
CCT chaperon mod – changes cytosolic chaperonin activity; purified chaperonin ATPase assay, HTRF ADP detection, 30 min; hit rate 0.3% among 360,000; activity change, % (test concentration not listed), hits read low; in the data active = activity change below about -30%; note: % is set by controls: 0 for no effect and ±100 for the full control effect
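TRiC (40 or 20 nM final, by batch activity) in 30 mM Tris pH 7.4, 100 mM KCl, 5 mM MgCl2, 1 mM DTT was treated with compound at 76 uM single dose, then 10 uM ATP, 30 min at 37 °C. ADP was read by HTRF Transcreener.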
IL-2 act – IL-2 activation; IL-2 activation reporter assay, cell-based qHTS; stimulated with anti-CD3/CD4/CD28 beads; in transgenic mouse T cells; activation, % (series mostly up to about 46 µM); hit rate 0.065% among 360,000; in the data active = activation above about 50%; inconclusive = mostly about 30% to 49%; note: 0% is about no effect
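Readout is EGFP and DsRed signal by fluorescent plate cytometry after 18 h at 37 degrees C. Transgenic mouse T cells (750/well) received compound for 60 min before bead stimulation (anti-CD3, anti-CD4, anti-CD28); memory T cells served as non-tolerant control.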
EPAC1 antag – EPAC1 (human) antagonism | O95398 | EPAC1 GEF assay, Rap1b-BODIPY-GDP exchange fluorescence | Potency, µM (doses to about 115 µM), without a hit: at the highest dose activity change, negative = inhibition, actives largely listed as inhibitors | hit rate 0.14% among 360,000 | AID 720709;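 note: potency is the fitted concentration of half-maximal effect; plate controls were vehicle for no effect and positive control for full effect; nearly all actives have a fitted effect of over 50% in size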
WRN helicase inh – WRN helicase (human) inhibition; Potency, µM (top dose mostly 114 µM), for inactives: at the highest dose activity change, negative = inhibition, hits mostly inhibitors; WRN helicase unwinding, fluorescent forked duplex, kinetic; Q14191; hit rate 0.46% among 360,000; AID 651768; note: potency is the fitted concentration of half-maximal effect; % is set by controls: 0 for no effect and ±100 for the full control effect; nearly all actives have a fitted effect of over 55% in size
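Fluorescence dequenching readout, ex 525 nm/em 598 nm, kinetic mode: forked duplex DNA (100 nM final) with adjacent fluorophore and quencher unwound by WRN (20 nM final) with 2 mM ATP. Compound preincubation 15 min, room temperature.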
PI5P4Ka inh – inhibitors of human PI5P4K alpha; P48426; PI5P4Kalpha enzyme, ADP-Glo luminescence, 60 min; hits give low values; max response, %; hit rate 1.2% among 330,000; active = max response of -50% or lower; inconclusive = between -30% and -50%; inactive = -30% or higher; note: value at the top dose of about 77 µM; % is set by controls: 0 for no effect and ±100 for the full control effect
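qHTS, 1536-well: enzyme/substrate mix, compound by pin tool, 5 microM ATP final; RT 60 min; ADP-Glo reagents 1 (45 min) then 2 (30 min); luminescence.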
* = called active by the depositor; ? = inconclusive; . = not tested or not shown; [ ] = dose if it differs, or a comment. Unless noted, calls come from the whole dose curve; as a rule, active = well fitted curve in the direction sought with a large enough effect; inconclusive = small, poorly fitted or top-dose-only effect, or another doubt; inactive = no such curve, though single readings can be large; an effect the other way counts as inactive or inconclusive.

Preview:
SMILES	EPAC2 ag	PLK1 PBD block	EPAC1 ag	CCT chaperon mod	IL-2 act	EPAC1 antag	WRN helicase inh	PI5P4Ka inh
COc1cccc(OCCSc2nc(C)c(Cc3ccccc3)c(=O)[nH]2)c1	-0.2%	-6.0%	-1.6%	0.8	0.2	-16.8%	3.8%	4.9
COc1cc(NC(=O)CCc2ccccc2)nc(OC)n1	-2.1%	-0.9%	3.7%	-0.8	0.3	6.4%	4.7%	.
COc1cc(-c2nnc(SCC(=O)N3CCOCC3)o2)cc(OC)c1OC	5.6%	?	1.3%	1.1	-3.9	4.4%	2.4%	-12.4
O=S(=O)(NCc1ccccc1)c1ccc(Br)s1	12.8%	-2.9%	5.2%	-0.4	-0.5	10.1%	2.2%	6.3
Cc1ccc(NC(=O)CSc2nnc(CNC(=O)c3ccco3)n2C)cc1C	0.6%	-3.3%	-7.5%	0.6	-2.3	14.9%	14.7%	0.6
O=C(OC1CCOC1=O)c1cc(-c2ccc(Br)cc2)nc2ccccc12 (configuration not stated)	8.4%	-6.9%	13.9%	-0.2	-0.9	-10.5%	-11.5%	.

The list itself, repeating the preview:
SMILES	EPAC2 ag	PLK1 PBD block	EPAC1 ag	CCT chaperon mod	IL-2 act	EPAC1 antag	WRN helicase inh	PI5P4Ka inh
COc1cccc(OCCSc2nc(C)c(Cc3ccccc3)c(=O)[nH]2)c1	-0.2%	-6.0%	-1.6%	0.8	0.2	-16.8%	3.8%	4.9
COc1cc(NC(=O)CCc2ccccc2)nc(OC)n1	-2.1%	-0.9%	3.7%	-0.8	0.3	6.4%	4.7%	.
COc1cc(-c2nnc(SCC(=O)N3CCOCC3)o2)cc(OC)c1OC	5.6%	?	1.3%	1.1	-3.9	4.4%	2.4%	-12.4
O=S(=O)(NCc1ccccc1)c1ccc(Br)s1	12.8%	-2.9%	5.2%	-0.4	-0.5	10.1%	2.2%	6.3
Cc1ccc(NC(=O)CSc2nnc(CNC(=O)c3ccco3)n2C)cc1C	0.6%	-3.3%	-7.5%	0.6	-2.3	14.9%	14.7%	0.6
O=C(OC1CCOC1=O)c1cc(-c2ccc(Br)cc2)nc2ccccc12 (configuration not stated)	8.4%	-6.9%	13.9%	-0.2	-0.9	-10.5%	-11.5%	.
CC(=O)c1ccc2noc(-c3ccccc3)c2c1	0.2%	-16.7%	-9.2%	-1.3	-1.4	-5.5%	1.7%	-3.2
CC(=O)Nc1ccc(S(=O)(=O)NCC2CCCO2)cc1 (configuration not stated)	2.3%	-1.3%	0.3%	0.0	0.2	7.1%	-4.7%	0.1
O=C(CSc1n[nH]c(=O)n1C1CC1)Nc1ccc(F)c(Cl)c1	4.7%	-5.0%	-3.6%	-0.3	0.7	-12.9%	-11.2%	1.5
C/C(CCC(C)C)=N\NC(=O)COc1ccccc1-c1ccccc1	8.7%	-5.5%	1.1%	-5.6	2.9	-8.0%	-1.8%	0.0
Cc1ccc(C)c(OCCC(=O)OCC(=O)NCCc2ccc(S(N)(=O)=O)cc2)c1	3.8%	-1.0%	-6.0%	-0.8	-0.6	1.5%	-0.4%	7.4
CC(/C=N/NC(=O)c1cc(-c2ccc(Cl)cc2)nc2ccccc12)=C\c1ccco1	13.5%	-6.2%	8.6%	-1.2	-2.1	-9.6%	-8.2%	-17.8
CCN(CC(=O)NC1CCS(=O)(=O)C1)S(=O)(=O)c1cc(Br)ccc1Br (configuration not stated)	1.1%	-4.9%	3.2%	-0.7	-2.2	11.9%	0.5%	-2.8
Cc1cccc(-c2nn(-c3ccccc3)cc2C(=O)Nc2cccc(S(=O)(=O)NC3=NCCC3)c2)c1	3.3%	-6.5%	22.6%	-1.1	-2.0	-5.7%	-2.5%	-5.5
CCOCCn1c(CN2CCc3ccccc3C2)nc2c1c(=O)n(C)c(=O)n2C	0.7%	-17.8%	9.4%	-0.7	-0.4	-3.1%	4.4%	-0.1
O=C(COc1ccc(Br)cc1)Nc1ccc(S(=O)(=O)Nc2ccccn2)cc1	16.8%	-17.3%	1.5%	-1.5	-4.0	-2.3%	-1.3%	-18.2
CC1(C)OC(=O)C(=NNc2ccc(C(=O)O)cc2)C(=O)O1	4.8%	-1.6%	8.3%	0.6	5.0	-3.6%	1.6%	-3.4
CC(C(=O)NCc1ccccc1)n1cc([N+](=O)[O-])cn1 (configuration not stated)	10.6%	2.2%	7.1%	-2.4	-0.1	-4.1%	5.7%	1.8
CCOC(=O)CC(=O)CSc1ccc2nnc(-c3cccc(F)c3)n2n1	0.5%	-5.1%	6.0%	-3.6	-1.6	6.5%	-17.9%	.
COc1ccc(OC)c(NC(=O)c2cc(S(=O)(=O)N3CCCCC3)c[nH]2)c1	1.2%	-1.8%	-7.2%	0.6	-0.5	-29.3%	2.3%	4.6
CC(NC(=O)c1ccc(Cl)cc1)c1nnc(SCc2ccc([N+](=O)[O-])cc2)n1C (configuration not stated)	6.5%	-6.3%	7.5%	0.9	-0.8	7.0%	-1.6%	.
O=C(CC[C@H]1O[C@@H](n2cnc3c(NC(=O)c4ccccc4)ncnc32)[C@H](O)[C@@H]1O)NCC(F)(F)F	16.4%	-4.3%	-3.0%	-2.4	-0.4	4.5%	2.0%	-7.7
CN(C)C(=O)c1cccc(-c2cnc3c(NC=O)cc(-c4cccc(C(F)(F)F)c4)cn23)c1	-12.8%	-9.8%	-8.0%	0.3	-0.3	5.9%	-3.2%	?
COC(=O)N/N=C/c1cc(Cl)c(OCc2ccc(F)cc2)c(OC)c1	-2.1%	-0.4%	-2.5%	-1.7	-0.8	1.3%	6.1%	0.9
CN(CC1CCOCC1)C(=O)CC1C(=O)NCCN1Cc1cccc(Oc2ccccc2)c1 (configuration not stated)	10.6%	-16.3%	5.1%	1.9	-0.2	8.9%	-8.2%	-1.2
(more compounds)
SMILES	EPAC2 ag	PLK1 PBD block	EPAC1 ag	CCT chaperon mod	IL-2 act	EPAC1 antag	WRN helicase inh	PI5P4Ka inh
Cc1ccc(-c2c(C(=O)NCc3ccc(F)cc3)oc(=O)c3ccccc23)cc1	12.7%	-21.4%	3.2%	-6.2	-5.1	-0.9%	-1.7%	-4.2
O=C(CCCOc1ccc(Cl)cc1Cl)NCc1ccncc1	2.1%	-20.0%	-3.7%	-5.5	-2.7	2.0%	-11.3%	-4.2
CCOc1ccc(-n2c(-c3ccc(OC)cc3)c[n+]3c2CCCCC3)cc1	-4.6%	1.1%	-2.0%	0.4	-5.3	10.6%	-4.1%	3.3
CCN(CC(=O)Nc1cccc(OC)c1)CC(=O)Nc1cccc2ccccc12	7.0%	5.3%	-3.1%	0.7	-3.9	-16.7%	-3.1%	11.7
CC(C)N(Cc1ccccc1)S(=O)(=O)c1ccc(F)cc1	7.5%	-7.2%	-3.8%	-0.7	-4.1	-3.0%	4.0%	-5.6
COc1ccccc1NC(=O)C(=O)NCCC1CCCCN1S(=O)(=O)c1ccc(F)cc1 (configuration not stated)	17.6%	-6.1%	-2.3%	0.1	3.5	-13.4%	-5.4%	2.5
Cc1ccc(OCC(O)CN2C(=O)NC(C)(C)C2=O)cc1C (configuration not stated)	6.5%	-3.8%	11.5%	1.1	-0.1	-6.6%	-5.0%[57.1 µM]	-1.0
CCCCC1CCC(C(=O)N(CC(C)C)c2c(N)n(Cc3ccccc3)c(=O)[nH]c2=O)CC1 (configuration not stated)	-7.7%	2.6%	-10.0%	-0.9	-1.2	-20.2%	0.7%	0.1
Cc1cc(C)cc(OCc2nnc(N)s2)c1	1.9%	-28.8%	2.5%	0.5	0.2	4.1%	-0.2%	0.7
O=C(O)C1=C(Nc2ccccc2)OCC1=O	5.4%	-6.6%	0.2%	0.9	0.5	-4.1%	-2.4%	-7.0
O=C(CNc1ccc2ccccc2c1)N/N=C/c1ccc([N+](=O)[O-])o1	-0.3%	-3.6%	-11.1%	-1.1	-1.5	-22.0%	-3.3%	11.5
CCOC(=O)C1=C(Nc2ccc(Cl)cc2)OCC1=O	12.2%	1.7%	1.6%	-5.5	-1.5	-8.3%	1.0%	-1.8
Cc1cc2oc(=O)cc(CN3CCCC3)c2cc1C	3.5%	-10.4%	10.9%	2.4	-0.6	4.2%	-6.7%	-6.0
O=C(NCCO)/C(=C\c1cccc([N+](=O)[O-])c1)NC(=O)c1cccs1	1.9%	-1.1%	7.4%	-1.2	0.2	2.3%	-3.0%	1.1
Cc1ccc(S(=O)(=O)c2nc(NCCCn3ccnc3)sc2Cl)cc1	-2.7%	-3.0%	-1.2%	-1.2	0.3	9.5%	-6.8%	0.5
CC(=O)Nc1ccc(S(=O)(=O)Nc2ccn(Cc3ccccc3Cl)n2)cc1	13.8%	-20.3%	7.3%	-0.1	-1.8	-3.9%	4.9%	-8.4
O=C(/C=C/c1cn(-c2ccccc2)nc1-c1cccnc1)N1CCCCC1	8.1%	5.3%	3.6%	-3.5	0.8	4.5%	6.6%	0.1
Cc1cccc(C)c1NC(=O)CNC(=O)C(Cc1ccccc1)NC(=O)c1ccccc1 (configuration not stated)	11.1%	-8.8%	-6.1%	-0.6	-2.0	-18.2%	-21.9%	1.3
O=C(O)CCC(=O)Nc1nc2nc(-c3ccccc3)cc(-c3ccccc3)n2n1	0.0%[15.6 µM]	-5.1%	-1.8%	1.4	-0.6	-6.5%	-20.1%	-1.6
O=C(N/N=C/c1ccccc1O)C1SCCCS1	2.5%	4.2%	8.2%	-1.3	-0.2	-17.3%	0.2%	-1.1
CCOc1ccc(S(=O)(=O)N(C)c2ccc(OCC(=O)NC3=NCCS3)cc2)cc1	5.9%	-3.6%	5.2%	0.2	-1.9	?	-4.8%[57.1 µM]	-0.2
COc1ccc(OC)c(NC(=O)c2ccc(-c3csc(C)n3)cc2)c1	12.1%	3.1%	15.3%	-5.2	0.2	-18.4%	2.0%	9.4
CS(=O)(=O)N1CCCC(C(=O)NCCCN2CCN(Cc3ccccc3)CC2)C1 (configuration not stated)	0.7%	-4.7%	9.5%	-3.3	-2.2	15.4%	-2.7%	.
CC(C)n1ncc2c(C(=O)N3CCN(c4ccc(F)cc4)CC3)cc(-c3ccccc3)nc21	4.6%	2.4%	10.1%	2.3	0.4	-5.4%	-5.9%	9.9

Only part of the results is shown; rates above refer to the full screens.
